CSN deneddyl inh: inhibitors of human CSN-mediated cullin deneddylation | 360,000 tested, 0.38% active | Q92905 | Purified CSN, SCF-Nedd8-OG deneddylation, fluorescence polarization | inhibition, % at 12.5 µM;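 active means pattern-corrected inhibition above about 35%, with an unprinted fluorescence ratio check between 0.5 and 1.5, limit read from the data, passing the limit was not always enough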;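 further: 0% = enzyme with substrate and 100% = substrate without enzyme; some results filed as inactive read as strong as hits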
Target sequence (Q92905 whole entry, looked up, one chain of several): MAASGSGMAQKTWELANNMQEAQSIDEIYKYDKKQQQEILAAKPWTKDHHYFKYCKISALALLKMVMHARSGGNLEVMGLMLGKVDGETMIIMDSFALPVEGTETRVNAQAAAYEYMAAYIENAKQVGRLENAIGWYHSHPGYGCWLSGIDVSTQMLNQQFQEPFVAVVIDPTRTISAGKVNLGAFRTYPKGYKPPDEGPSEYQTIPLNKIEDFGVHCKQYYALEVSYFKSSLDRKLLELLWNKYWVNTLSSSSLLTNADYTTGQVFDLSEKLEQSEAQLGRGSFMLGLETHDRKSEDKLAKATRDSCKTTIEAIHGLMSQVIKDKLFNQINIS
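test system = HEK293T-derived human Csn5 enzyme | amount = 0.24 nM Csn5 enzyme, final concentration | medium = Tris/NaCl/DTT buffer, pH 7.5 | schedule = 90 min reaction at room temperature | signal = FP | evaluation = inhibition of Csn5 cleavage, % | compound dosing = single dose of 12.5 µM compound with 0.25% DMSO | probe or stimulus = 10 nM SCFSkp2-Nedd8OG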
MsrA act: activators of bovine methionine sulfoxide reductase A; purified bovine MsrA, absorbance read-out; 360,000 tested, 0.3% active; activation, % at 10.6 µM; in the data active means activation above about 7.5%;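 further: 0% = vehicle and 100% = reference activator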
Rin1 Abl inh: blocks binding of human Rin1 to Abl | inhibition, % at 7.35 µM | 360,000 tested, 0.4% active | TR-FRET Rin1/Abl binding, biochemical; in the data active means inhibition above about 5%, passing the limit was not always enough
PABP1 MLLE inh: blocks PAM2 peptide binding to the PABP1 MLLE domain; P11940; GST-MLLE / FITC-PAM2 fluorescence polarization; inhibition, % at 20 µM; 360,000 tested, 0.36% active; in the data active means inhibition above about 35%, passing the limit was not always enough;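 further: plate controls were DMSO wells with GST-MLLE for no effect and wells lacking GST-MLLE protein for full effect; some results filed as inactive read as strong as hits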
TbMetRS inhib: Trypanosoma brucei MetRS inhibition. 360,000 tested, 0.4% active. purified T. brucei MetRS, ATP depletion, Kinase-Glo luminescence. inhibition, % at 11.9 µM;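 active means inhibition above a per-plate cutoff of the control wells' mean inhibition plus 3 SD, cut at about 5.5% in these data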;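 further: 0% = DMSO wells median and 100% = median of wells with control inhibitor compound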
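Material: parasite MetRS enzyme / Replication: singlicate, one well per compound / Signal: luminescence of leftover ATP / Schedule: 2 h aminoacylation at 25 °C after 15 min preincubation / Medium: HEPES-MgCl2-KCl buffer plus DTT, spermine, BSA, pyrophosphatase / Doses: 11.9 µM single point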
E coli Lon inh: inhibits E. coli Lon protease | P0A9M0 | purified E. coli Lon protease, fluorescence polarization | inhibition, % at 7.94 µM | 360,000 tested, 0.42% active; in the data active means inhibition above about 13%, passing the limit was not always enough;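 further: 0% = enzyme with probe and DMSO and 100% = no enzyme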
Target sequence (P0A9M0 whole entry, looked up): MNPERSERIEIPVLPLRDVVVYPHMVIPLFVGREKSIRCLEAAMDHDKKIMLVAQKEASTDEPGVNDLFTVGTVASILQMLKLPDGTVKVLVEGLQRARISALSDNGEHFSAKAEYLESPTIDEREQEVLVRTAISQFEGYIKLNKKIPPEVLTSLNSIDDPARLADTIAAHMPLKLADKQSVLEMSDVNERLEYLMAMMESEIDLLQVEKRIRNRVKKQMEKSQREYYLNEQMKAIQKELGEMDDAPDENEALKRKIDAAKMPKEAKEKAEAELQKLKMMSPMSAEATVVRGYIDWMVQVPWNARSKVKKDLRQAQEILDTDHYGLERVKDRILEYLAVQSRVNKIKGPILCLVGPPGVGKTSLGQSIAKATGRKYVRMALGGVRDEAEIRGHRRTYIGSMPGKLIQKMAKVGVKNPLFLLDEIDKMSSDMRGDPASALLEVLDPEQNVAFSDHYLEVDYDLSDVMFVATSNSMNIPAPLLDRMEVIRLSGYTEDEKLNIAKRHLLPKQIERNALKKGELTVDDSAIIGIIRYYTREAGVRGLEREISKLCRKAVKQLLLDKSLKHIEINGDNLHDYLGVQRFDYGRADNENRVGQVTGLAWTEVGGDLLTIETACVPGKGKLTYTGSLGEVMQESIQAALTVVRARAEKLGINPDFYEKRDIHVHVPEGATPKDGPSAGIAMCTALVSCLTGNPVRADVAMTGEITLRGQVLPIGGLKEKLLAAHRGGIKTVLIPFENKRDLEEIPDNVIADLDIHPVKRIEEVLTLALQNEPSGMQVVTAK
Neddylation inh: cullin neddylation inhibition. P61081+Q13564. TR-FRET cullin neddylation, biochemical. calls only at 25 µM. 360,000 tested, 0.58% active. AID 651699; in the data active means inhibition above about 36%
FAS-TE inh: inhibitors of human fatty acid synthase thioesterase domain. P49327. 360,000 tested, 0.67% active. inhibition, % at 15 µM. recombinant FAS-TE, OMFH fluorogenic substrate, fluorescence endpoint. AID 602261;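 active means compounds whose normalised, plate-corrected inhibition of enzyme fluorescence in the single-dose primary screen is 50% or more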;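 further: 0% = DMSO with enzyme and 100% = substrate without enzyme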
MsrA inhibitor: inhibits bovine methionine sulfoxide reductase A; purified bovine MsrA, absorbance read-out; inhibition, % at 15.5 µM; 360,000 tested, 0.75% active; in the data active means inhibition above about 4.5%;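 further: 0% = vehicle wells with enzyme and 100% = reference inhibitor wells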
* marks the source's active call; other numbers are inactive results; i = inactive; . = no result given; + = active, no number.

SMILES	CSN deneddyl inh	MsrA act	Rin1 Abl inh	PABP1 MLLE inh	TbMetRS inhib	E coli Lon inh	Neddylation inh	FAS-TE inh	MsrA inhibitor
CN(C)c1nc(N)c([N+](=O)[O-])c(NCCO)n1	2	-4	-1	7	-0.2	10	i	-12	3.5
COc1ccc(OC)c(Nc2cc3ccccc3c(=O)[nH]2)c1	26	-9	2	-33	2.2	-18	i	26	0.1
CN(C)N=Nc1nc2c(c(=O)n(C)c(=O)n2C)n1CC1CO1 (centres undefined)	0	-6	-3	0	0.2	-4	i	-5	7.4*
Cc1cc2occ(CC(=O)NC3(C)CCS(=O)(=O)C3)c2cc1C (centres undefined)	3	-4	-2	0	0.0	4	i	-3	-0.5
NC(=O)NC(CC(=O)NCCc1ccc(S(N)(=O)=O)cc1)c1ccccc1Cl (centres undefined)	-1	-4	1	9	-0.1	-1	i	0	0.4
O=C(N/N=C/c1ccc2c(c1)OCO2)c1cc(-c2ccc(F)cc2)nc2ccccc12	0	-5	-1	4	-0.7	0	.	9	1.2
CCC(=O)N1CCc2cc(S(=O)(=O)NCCC(=O)Nc3ccccc3C)ccc21	-3	-5	1	-7	-1.3	5	i	0	-0.3
O=C(NCC(=O)N1CCN(c2ncccn2)CC1)c1ccccc1OC(F)F	1	-3	2	14	-0.2	-15	i	-6	1.2
CCOC(=O)c1[nH]cnc1C(=O)Nc1ccc([N+](=O)[O-])cc1	-3	-6	0	6	0.3	10	i	3	0.8
CCCCc1ccc(NC(=S)N2CCN(c3ncccn3)CC2)cc1	-13	-2	2	-108	0.6	-3	i	12	1.5
CC1CN(c2c3c(nc4ncnn24)CCCC3)CC(C)O1 (centres undefined)	3	-11	1	-8	-0.8	5	i	-13	2.7
Cc1noc(-c2ccc(C(F)(F)F)cc2)c1NC(=O)Nc1ccc(Cl)cc1	-8	2	4	0	0.9	5	i	1	-0.6

Records listed above that bear a hit mark in MsrA inhibitor:
SMILES,CSN deneddyl inh,MsrA act,Rin1 Abl inh,PABP1 MLLE inh,TbMetRS inhib,E coli Lon inh,Neddylation inh,MsrA inhibitor
CN(C)N=Nc1nc2c(c(=O)n(C)c(=O)n2C)n1CC1CO1 (centres undefined),0,-6,-3,0,0.2,-4,i,7.4*

Going on with the list:
SMILES	CSN deneddyl inh	MsrA act	Rin1 Abl inh	PABP1 MLLE inh	TbMetRS inhib	E coli Lon inh	Neddylation inh	FAS-TE inh	MsrA inhibitor
Cc1nnc2ccc(-c3cccc(NS(=O)(=O)c4cc(F)ccc4F)c3)nn12	6	-8	-3	2	-0.8	5	i	-4	-0.4
COc1ccc(OCC(=O)OCC(=O)NC2CC2)cc1	-1	-1	6	4	-0.3	1	i	-9	0.0
CCOC(=O)N1CCN(C(=O)C(=O)NN)CC1	1	-9	-1	-2	-0.8	7	i	-8	0.7
O=S(=O)(c1ccc(Cl)cc1)N1CN(CC2CCCO2)c2nc3ccccc3nc21 (centres undefined)	2	-4	1	-20	-0.1	4	i	16	1.4
Nn1c(Cc2cccc3ccccc23)nnc1SCC(=O)NCC1CCCO1 (centres undefined)	1	-9	-2	-94	-0.6	4	i	-8	-0.3
O=C(Cc1ccccc1)Nc1ncnc2c1C(c1ccccc1)c1c(ccc3ccccc13)O2 (centres undefined)	5	-1	4	2	-0.1	-4	i	43	2.8
CCC(=O)Nc1nnc(S(=O)(=O)N(CC)c2cc(C)cc(C)c2)s1	1	-1	1	-13	-0.9	-3	i	1	-0.2
O=C(Nc1ccc2c(c1)OCCO2)c1cccnc1Oc1ccc(Cl)cc1	-4	-2	-4	-1	0.4	1	i	16	1.1
CC1CCCC(C)N1C(=O)Cn1c(SCC(=O)NCc2ccc3c(c2)OCO3)nc2ccccc21 (centres undefined)	-3	-3	2	-12	0.0	0	i	-2	1.4
COc1ccc(Cl)cc1NC(=O)CCCNC(=O)c1ccc(Cl)cc1	4	4	4	-12	-0.4	1	i	4	0.1
OCCC1CN(Cc2cccc3c2OCO3)CCN1Cc1ccccc1 (centres undefined)	-17	-2	2	-9	0.3	0	i	-5	2.5
Cc1ccc(C(=O)NC(=S)Nc2ccc(NC(=O)c3cccs3)cc2)cc1[N+](=O)[O-]	0	-3	2	24	0.3	-5	i	-3	-0.4

Two compounds from above with just PABP1 MLLE inh and FAS-TE inh.
mol,PABP1 MLLE inh,FAS-TE inh
COc1ccc(Cl)cc1NC(=O)CCCNC(=O)c1ccc(Cl)cc1,-12,4
OCCC1CN(Cc2cccc3c2OCO3)CCN1Cc1ccccc1 (centres undefined),-9,-5

(list continues)
SMILES	CSN deneddyl inh	MsrA act	Rin1 Abl inh	PABP1 MLLE inh	TbMetRS inhib	E coli Lon inh	Neddylation inh	FAS-TE inh	MsrA inhibitor
Nc1nnnn1/N=C/c1ccccc1C(F)(F)F	-2	-2	1	1	-0.1	-11	i	-4	2.1
COc1ccccc1N1CCN(C(=O)C2CCCN(S(=O)(=O)c3ccc(C)cc3)C2)CC1 (centres undefined)	-2	-2	-2	28	-0.4	-3	i	11	0.5
COc1ccc(-n2nnnc2-c2cccnc2)cc1	0	-14	4	1	-1.0	-3	i	-7	-0.5
CCCC(=O)Nc1cc(Cl)ccc1C	15	-9	3	-6	-0.4	-4	i	3	0.2
Cc1cc(NC(=O)CSc2nc3c(C)cccc3cc2C)no1	1	-6	0	-8	-0.7	3	i	-5	-0.5
O=C(Nc1nc(-c2ccc(-c3ccccc3)cc2)cs1)c1cnccn1	3	-3	0	1	-0.6	-1	i	-2	-0.5
CC(=O)c1cccc(NC(=O)CN(c2ccccc2)S(C)(=O)=O)c1	-6	-1	-3	14	-0.7	-7	i	0	-0.1
CCCCC1(C)Nc2ccccc2-c2nc3ccccc3n21 (centres undefined)	3	4	1	-2	-1.0	-7	.	4	1.8
CC(C)(C)N1OC2CC1c1nc3ccccc3n1C2 (centres undefined)	-4	-5	4	11	-0.3	5	i	-12	1.0
COc1ccc(C2C(C(=O)c3ccc(C)o3)=C(O)C(=O)N2Cc2ccco2)cc1OC (centres undefined)	5	1	1	-6	0.6	-5	i	-9	1.1
CC1CCCN(C(=O)COC(=O)c2n[nH]c3ccccc23)C1 (centres undefined)	-1	-8	0	3	-0.5	-8	i	-10	-1.0
CCN1CCS/C1=C\C=C\C1=[N+](CC)CCS1	4	-1	-11	-139	-0.1	-24	i	-6	-0.6
COc1ccc(NC(=O)CCN2C(=O)c3ccccc3C2=O)c(OC)c1	1	-7	-3	0	-0.8	8	i	-6	2.0
CCNc1nc(C(=O)O)nc(N2CCOCC2)n1	0	-1	-10	-6	-0.7	-13	i	-5	0.6
O=C(c1ccc(S(=O)(=O)NCc2ccco2)cc1)N1CCCC1	1	-7	0	5	-1.8	-6	i	-6	-0.9
Cc1ccc(C)c(OCC(=O)N2CCN(C(=O)c3ccco3)CC2)c1	-5	-2	-1	18	0.2	0	i	-9	-0.1
CC(=O)N1CCC(N(CCCOC(C)C)C(=O)Nc2ccc(Cl)cc2)CC1	-10	-2	0	8	-0.7	0	i	-4	-1.4
Fc1ccccc1NC(=S)N1CCN(Cc2ccc3c(c2)OCO3)CC1	-10	-6	4	-97	-0.8	1	i	-6	-0.4
COc1cccc(N/C(N)=N/c2nc(C(F)(F)F)cc(=O)[nH]2)c1	-1	-4	-3	0	-0.6	-9	i	-8	-0.3
CCn1c(SCC(=O)Nc2cccc(NC(C)=O)c2)nc2c([nH]c3ccccc32)c1=O	-2	-6	-5	0	-0.3	-3	i	-2	0.7
CCOc1ccc(C(=O)N2CCN(S(=O)(=O)c3ccc4c(c3)OCCO4)CC2)cc1OCC	-10	-1	3	5	-0.7	-1	i	2	0.4
O=C(NNc1cccc(Cl)n1)Nc1ccc(F)cc1	-1	-3	-1	-1	-0.5	7	i	2	0.3
CC(=O)c1cccc(NC(=O)C2CCCN2S(=O)(=O)c2cccc3cccnc23)c1 (centres undefined)	-5	-1	-3	-1	-0.3	3	i	-6	1.4
CCn1c(=O)c(C(=O)CN2CCN(S(=O)(=O)c3ccc(C)cc3C)CC2)c(N)n(Cc2ccccc2)c1=O	0	-6	-1	-90	-1.3	-8	i	23	-0.2
CCOc1ccc(-n2c(SCC(N)=O)nnc2-c2cccnc2)cc1	5	-1	2	18	-0.5	10	i	-4	0.3
O=C(CCS(=O)(=O)c1ccc(Br)cc1)N1CCCCCC1	19	-6	3	-3	-0.4	-1	i	-5	0.0
CC[C@]12c3[nH]c4ccc(Cl)cc4c3CCN1C(=O)[C@@H](CC(=O)NCCC1=CCCCC1)C[C@@H]2C(=O)N1CCN(C(=O)C2CC2)CC1	-3	1	0	6	-0.9	13	i	17	2.0
COc1ccc(C(=O)Nc2ccc(S(=O)(=O)NC(C)=O)cc2)cc1[N+](=O)[O-]	-3	-4	-4	-2	0.1	10	i	-2	0.9
O=C1CC(c2ccccc2)Cc2nc3ncnn3cc21 (centres undefined)	-1	-2	5	11	0.1	-3	i	-7	1.0
C#CCOc1ccc(/C=N/NC(=O)c2cccnc2)cc1OCC	1	-4	-3	-14	0.0	-5	i	-2	1.8
Cc1ccc(/C=C2\SC(=S)N(CCC(=O)NCCCN3CCOCC3)C2=O)cc1	-3	-2	-1	20	-0.8	-1	i	0	1.0
COc1ccccc1CCN=C(N)NS(=O)(=O)c1cc(F)ccc1F	1	0	-2	-13	1.4	3	i	-2	-0.1
COCCNc1nc(NCCN2CCNC2=O)c2sccc2n1	-1	-4	-2	1	-0.2	-10	i	-7	0.3
CCC(=O)NCCc1nc2ccccc2n1Cc1ccccc1	2	-2	5	-1	-1.0	-4	i	-2	0.3
Nc1ccc(/C=C/c2ccc3ncccc3c2)cc1	-2	-3	-1	-18	0.7	-5	i	-4	1.2
COc1ccccc1/C=N/OCc1cc(C(C)=O)ccc1OC	-1	-1	1	-28	-0.3	-13	i	18	-0.3
O=C(CC1SC(N2CCCCC2)=NC1=O)Nc1ccc(C(=O)NCc2ccccc2)cc1 (centres undefined)	-2	-2	4	14	-0.1	-5	i	-7	0.1
Cc1ccc(N(C(=O)Cn2nnc(-c3ccc(C)o3)n2)C(C(=O)NC2CCCC2)c2ccncc2)cc1 (centres undefined)	0	-1	2	-10	-0.5	-2	i	-11	-1.1
CCCS(=O)(=O)c1c(S(=O)(=O)CCC)c2cnccn2c1C(=O)c1ccc(F)cc1	3	-4	1	-6	-1.2	-9	i	3	1.1
CC1CCN(S(=O)(=O)N2CCC(C(=O)NCc3cccs3)CC2)CC1	3	-10	0	-8	-1.6	-4	i	-3	.
CC1(C(=O)N2Cc3ccccc3C2)CCN1C(=O)C1(c2ccc(Cl)cc2)CC1 (centres undefined)	4	-6	-2	-16	-0.9	-7	i	4	-0.8
COc1ccccc1Nc1ncc(C(=O)N2CCN(Cc3ccc(OC)c(OC)c3OC)CC2)c2ccccc12	3	-8	-6	-4	-1.2	5	+	14	0.9
CCOc1ccc(CCNC(=O)C2CCN(c3nn4c(=O)cc(C)nc4s3)CC2)cc1OCC	-1	1	4	-3	-0.6	-1	i	-7	-0.3
O=C(CN1C(=O)COc2ccccc21)Nc1ccc2c(c1)OCCO2	-3	1	1	1	-0.1	-3	i	0	0.0
C[C@H](CO)N1C[C@H](C)[C@@H](CN(C)C(=O)Nc2cccc(Oc3ccccn3)c2)OCc2cnnn2CCCC1=O	-10	-2	4	-2	-0.6	1	i	-6	-0.5
Cc1cc(=O)cc(C)n1-c1ccc(Cl)cc1	-1	-8	1	-18	-0.8	-8	i	0	-0.3
CC1=CC(=C(C#N)C#N)c2ccccc2N1C	-5	-1	-4	-15	0.0	6	i	61*	-0.5
CCc1ccc2c(CC(=O)NNC(=O)c3ccncc3)coc2c1	0	-3	-1	-1	0.0	1	i	-2	-1.8

Rows are unselected; 4% or so of the library scored in one or more.
